Screens: PubChem BioAssay, National Center for Advancing Translational Sciences (NCATS)
AMA1 RON2 block – disrupts binding of P. falciparum AMA1 to RON2 | AlphaScreen AMA1-biotinylated RON2 peptide binding | Potency, µM (highest dose often 58.2 µM), without a hit: at the highest dose activity change, negative = inhibition, hits mostly inhibitors | 0.2% of 360,000 active;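 further: potency means the concentration at half of the fitted maximal effect; 0% = vehicle wells and -100% = peptide control; nearly all actives have a fitted effect of over 45% in size; some results filed as inactive show a strong effect at the top dose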
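AMA1 (3D7) with his tag at 25 nM final met compounds first, then biotinylated RON2 peptide at 25 nM; detection used donor plus acceptor beads, 10 µg/mL apiece, read by AlphaScreen after 30 min at room temperature.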
Giardia FBPA inh – Giardia lamblia aldolase inhibition | Potency, µM (titrated, usually from 59.6 µM), without a hit: at the top dose activity, negative = inhibition, usual class: inhibitors | AID 2451 | purified Giardia FBPA | A8B2U2 | 0.71% of 290,000 active; further: potency means the concentration at half of the fitted maximal effect; nearly all actives have a fitted effect of over 55% in size
Target sequence (A8B2U2 whole entry, looked up): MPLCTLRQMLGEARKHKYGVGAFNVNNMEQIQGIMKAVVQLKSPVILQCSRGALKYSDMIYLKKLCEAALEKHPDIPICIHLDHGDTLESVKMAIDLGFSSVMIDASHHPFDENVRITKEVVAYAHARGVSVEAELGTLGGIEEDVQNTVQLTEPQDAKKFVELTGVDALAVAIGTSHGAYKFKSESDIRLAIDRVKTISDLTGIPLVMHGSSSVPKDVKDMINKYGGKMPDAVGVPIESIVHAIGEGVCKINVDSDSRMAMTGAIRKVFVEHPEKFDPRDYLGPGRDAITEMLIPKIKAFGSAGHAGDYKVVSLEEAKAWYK
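Giardia FBPA (40 nM reagent) was preincubated 10 min at RT with compound (up to 57.5 uM final), then substrate plus GAPDH/TPI/NAD/arsenate coupling system with diaphorase/resazurin was added; resorufin fluorescence (525/598 nm) was read after 20 min.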
Sm TGR inh – S. mansoni TGR enzyme inhibition. Potency, µM (highest dose often 114 µM), inactives show at the top dose activity change, negative = inhibition, usual class: inhibitors. Q962Y6. 3% of 360,000 active. purified TGR, DTNB reduction, TNB absorbance 405 nm. AID 485364; further: potency means the concentration at half of the fitted maximal effect; nearly all actives have a fitted effect of over 60% in size
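First, TGR (20 nM dispensed) and NADPH were mixed with compound. Second, a 15 min room-temperature incubation followed. Third, further NADPH and then DTNB were added to start the reaction. Finally, TNB absorbance was monitored kinetically.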
AmpC inh detg – blocks E. coli AmpC beta-lactamase in detergent assay; P00811; AmpC hydrolysis of nitrocefin, absorbance 480 nm, 0.01% Triton; Potency, µM (titrated, usually from 114 µM), without a hit: at the top dose activity change, negative = inhibition, actives largely listed as inhibitors; 0.041% of 370,000 active;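 further: potency means the concentration at half of the fitted maximal effect; 0% = no-compound wells and -100% = no-enzyme wells; nearly all actives have a fitted effect of over 25% in size; some results filed as inactive show a strong effect at the top dose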
Target sequence (P00811 whole entry, looked up): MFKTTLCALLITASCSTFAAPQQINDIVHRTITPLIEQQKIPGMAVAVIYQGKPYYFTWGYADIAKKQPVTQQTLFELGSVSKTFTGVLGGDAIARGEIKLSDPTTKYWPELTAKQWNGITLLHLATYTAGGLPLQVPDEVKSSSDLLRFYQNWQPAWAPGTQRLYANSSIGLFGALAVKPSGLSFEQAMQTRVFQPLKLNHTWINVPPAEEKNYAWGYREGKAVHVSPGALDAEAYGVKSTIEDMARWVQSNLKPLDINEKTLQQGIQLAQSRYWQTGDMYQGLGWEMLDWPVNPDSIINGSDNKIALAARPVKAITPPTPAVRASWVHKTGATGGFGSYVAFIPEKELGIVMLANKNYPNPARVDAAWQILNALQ
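20 mM phosphate pH 7.0 + 0.01% (detergent screen) or 0.0001% Triton X-100; 5.3 nM AmpC reagent; cpd preinc 15 min RT; nitrocefin (800 uM stock) to start; A480 q20 s × 4 min; Activity was normalised to no-enzyme and no-compound control wells.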
HCMV antiviral – inhibitors of human cytomegalovirus; HFF cells, HCMV-luciferase reporter, 72 h; hits give low values; 4.5% of 410,000 active; activity change, negative = inhibition, % at 57.5 µM; in the data active means activity change below about -60%; inconclusive means no clear call, values can overlap the other calls; inactive means above about -39%
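HFF cells seeded 16 h at 37C, treated with compounds, infected with luciferase-reporter HCMV at MOI 1 PFU/cell; luciferase read at 72 h post infection, normalized to buffer-only and Salinomycin controls.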
HCV inh – HCV inhibition | Huh7.5.1 HCVcc-Cre infection, luciferase reporter, 44 h | Potency, µM (highest dose often 41.8 µM), for the others: at the highest dose activity change, negative = inhibition, usual class: inhibitors | 3.4% of 340,000 active | AID 651820; further: potency means the concentration at half of the fitted maximal effect
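HCVcc-Cre virus at an moi near 0.5 was added right after compound to cells cultured 4 h from seeding (1,000 cells/well). Luciferase activity was determined 44 h later, 15 min after substrate addition at RT.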
* marks the source's active call; other numbers are inactive results; ? = inconclusive; · = no result given; & = joins results of further samples; [ ] = dose if it differs, or a comment. Unless noted, the call rests on the fitted dose curve; in most records, active means well fitted curve in the direction sought with a large enough effect; inconclusive means small, poorly fitted or top-dose-only effect, or another doubt; inactive means no such curve, though single readings can be large; an effect the other way counts as inactive or inconclusive. Unless noted, on the % scale 0 is the no-effect control and ±100 the full control effect.

compound,AMA1 RON2 block,Giardia FBPA inh,Sm TGR inh,AmpC inh detg,HCMV antiviral,HCV inh
Clc1ccc(-c2nnnn2-c2ccc(Cl)c(Cl)c2)cc1Cl,44%[activator],-1%,5%,?,-22,-16%
CCN(CC)C(=S)SC1=CCS(=O)(=O)C1,-16%,0%,-1%,5%,0,7%
O=C(Nc1ccc(N2CCOCC2)c(Cl)c1)c1cccnc1Cl,-15%,-18%,-10%,?,13,-8%
Cc1ccc(OP2(=O)Nc3cc(C)c(C)cc3S2)cc1 (configuration not stated),-22%,·,·,·,32,4%
Cn1c2ccc(F)cc2c2nnc(SCCN3CCOCC3)nc21,-11%,6%,-24%,1%,27,7%
COc1cccc(CN(C(=O)c2oc3ccc(Br)cc3c2C)C2CCS(=O)(=O)C2)c1 (configuration not stated),·,·,2%,-10%,-8,·
O=C(C1CC1)N1CCc2cc(Br)cc(S(=O)(=O)NCCCN3CCCC3)c21,0%,-26%,-32%,2%,19,?
Cc1ccnc(NC2OC(=O)c3ccccc32)c1 (configuration not stated),-2%,2%,4%,-1%,-11,18%
CCCN(CC1CC1)c1nc(N)c2c(N)nc(OC)cc2c1C#N,32%[activator],-28%,-10%,?,-14,-13%
Cc1cccc(CNC(=O)CCCN2C(=O)COc3ccc(C)cc32)c1,·,·,-7%,-3%,-20,·
Cc1cccc(C(=O)O/N=C/c2c(N3CCOCC3)n(C)c3ccccc23)c1,·,-6%,13%,3%,·,·
Cc1cccc(-c2noc(-c3ccc4c(c3)OCO4)n2)c1,5%,0%,0%,2%,-27,4%
Cc1[nH]n(-c2cccc3ccccc23)c(=O)c1C=Nc1ccc2[nH]c(=O)[nH]c2c1,-8%,-10%,-7%,-8%,29,10%
C#CCOCCOCCOCCNc1nc(N2CCOCC2)nc(N2CCN(C(=O)Cn3cc(CCCN=C(N)N)nn3)CC2)n1,-5%,6%,-16%,-1%,11,2%[8.37 µM]
CSCC[C@H](N)C(=O)NC[C@H]1CC[C@H](C(=O)N[C@@H](Cc2ccccc2)C(=O)O)CC1,9%,-13%,2%,-11%,?,12%
COC(=O)[C@@H]1[C@@H](C(=O)OC)C2(c3ccccc3-c3ccccc32)N(c2ccc(Cl)cc2)N1C#N,-10%,-2%,2.8µM*,?,-82*,1.8µM*
COc1ccc(N=Cc2ccc(CNS(=O)(=O)c3ccc(Cl)cc3)o2)cc1,-20%,-8%,0%,2%,21,27%
Cc1ccc(CN2CCC(c3nc4ccc(Cl)cc4[nH]3)CC2)cc1,-10%,0%,15%,-2%,-20,11µM*
COCC(C)n1c(SCC(=O)Nc2nccs2)nc2ccccc2c1=O (configuration not stated),3%,·,8%,0%,-3,3%
COC(=O)c1ccc(COc2ccc3c(c2)CCC3)o1,-19%,-1%,42%,-9%,116,1%
COc1ccnc(NCc2cccnc2)c1C#N,-2%,5%,14%,-9%,?,0%
CCCCCCOC(=O)NCC(O)c1ccccc1 (configuration not stated),30%[activator],-2%,-15%,-20%,63,7%
Cc1ccc(Oc2c(C(F)(F)F)oc3cc(OCC(=O)NC4CCCCC4)ccc3c2=O)cc1,·,·,0%,9%,0,·
Cc1ccc(C)c(NC(=O)CSc2nc3c(c(=O)n2C)SC(C)C3)c1 (configuration not stated),4%,3%,-7%,?,-37,1%
C/C(=N\n1cnnc1)c1ccccc1,-7%,1%,3%,2%,29,5%

(further entries)
compound,AMA1 RON2 block,Giardia FBPA inh,Sm TGR inh,AmpC inh detg,HCMV antiviral,HCV inh
Cc1cc(C)n2nc(N)c(N=Nc3ccc(Cl)cc3)c2n1,-15%,-12%,0%,?,-6,23%
O=C1Nc2ccccc2C1=Nc1ccc(Br)cc1,1%,0%,1%,?,51,-1%
CCCCn1c2ccc(F)cc2c2nnc(NN)nc21,96%[activator],-12%,2%,5%,4,?
COc1ccc(C)c2sc(NC(=O)C3=COCCO3)nc12,·,-27%,0%,?,65,-27%
Cc1cc(C=C2C(=O)c3ccccc3C2=O)c(C)n1-c1ccccc1,-5%,-26%,?,-4%,-23,8%
CCOc1ccc(N2C(=O)C(Cl)=C(Nc3ccccc3O)C2=O)cc1,-1%,-10%,18µM*,0%,47,-10%
CCC1Oc2ccc(C)cc2N(CC(=O)NCCN2CCOCC2)C1=O (configuration not stated),3%,4%,0%,1%,16,24%
CCOc1ccccc1CNC(=O)CCC(=O)N1Cc2ccccc2Oc2ncccc21,10%,·,-13%,-5%,?,-7%
COc1ccc(CCNC(=O)c2cn3ccc(C)cc3n2)cc1OC,3%,-5%,57%[activator],-2%,-24,5%
O=S(=O)(Nc1ccc(-n2cnnn2)cc1)c1ccc(F)c(F)c1F,0%,8%,-1%,9%,-26,1%
Cc1ccc(C(=O)c2cn(Cc3ccccc3F)c3cc4c(cc3c2=O)OCCO4)cc1,·,·,-1%,2%,-19,·
c1ccc2c(N3CCNCC3)nsc2c1,-15%,-2%,-22%,5%,-107*,?
COc1ccc(N2CCN(C(=O)c3cn(C4CCCC4)c(=O)c4c3c3ccccc3n4C)CC2)cc1,14µM*,-18%,-20%,0%,37,?
Cc1csc(N(C(=O)Cc2ccccc2F)c2ccccc2)n1,-20%,9%,1%,?,-22,2%
COc1ccc(-c2nc(S(=O)(=O)c3ccc(C)cc3)c(NCc3ccccc3)o2)cc1,·,·,13µM*,8%,-12,·
CC(Sc1nnc(-c2ccncc2)n1C)C(=O)Nc1ccc(N2CCOCC2)cc1 (configuration not stated),0%,·,0%,4%,0,1%
Cc1ccc(S[C@@H](CCN2CC[C@H](C)CCC2=O)c2ccccc2)cc1,-4%,6%,0%,-16%,?,?
CCOc1ccc(NC(=O)Cn2cc(C(=O)CC)c3ccccc32)cc1,6%,2%,11%,-2%,·,-1%
CC(C(=O)N1CCc2ccccc21)N1CCN(S(=O)(=O)c2cccc(C(F)(F)F)c2)CC1 (configuration not stated),0%,·,-2%,?,-19,-23%
CCCn1ncc(CN2CCN(Cc3ccc(C)o3)C(CCO)C2)c1C (configuration not stated),7%,2%,?,7%,-12,?
COCCN1C(=O)N[C@@H](c2cccc(C(F)(F)F)c2)C(C(=O)OC)=C1C,1%,3%[12.9 µM],·,·,·,4%
CCCN(C(=O)Cn1ncc2c(=O)oc3ccccc3c21)c1cccc(C)c1,-8%,24%,-2%&3%,-2%&5%,5&-1,-12%
COc1cccc(N2CC(NC(=O)/C=C\c3ccc(OC)c(OC)c3)CC2=O)c1 (configuration not stated),·,·,16%,0%,?,·
CC(=O)Oc1ccc2cc(-c3ccccc3)c(=O)oc2c1,-2%,-1%,-10%,-5%,3,?
CSc1sc(-c2ccnc(=S)[nH]2)c(-c2ccccc2)c1C#N,108%[activator],7%,0%,0%,30,-10%

An excerpt from above in order of number of heavy atoms, ascending:
compound,AMA1 RON2 block,Giardia FBPA inh,Sm TGR inh,AmpC inh detg,HCMV antiviral,HCV inh
Cc1cc(C=C2C(=O)c3ccccc3C2=O)c(C)n1-c1ccccc1,-5%,-26%,?,-4%,-23,8%
CCCn1ncc(CN2CCN(Cc3ccc(C)o3)C(CCO)C2)c1C (configuration not stated),7%,2%,?,7%,-12,?
CCOc1ccccc1CNC(=O)CCC(=O)N1Cc2ccccc2Oc2ncccc21,10%,·,-13%,-5%,?,-7%

Quoted at random: 2 compounds from above
compound,AMA1 RON2 block,Giardia FBPA inh,Sm TGR inh,AmpC inh detg,HCMV antiviral,HCV inh
Cc1csc(N(C(=O)Cc2ccccc2F)c2ccccc2)n1,-20%,9%,1%,?,-22,2%
COc1cccc(CN(C(=O)c2oc3ccc(Br)cc3c2C)C2CCS(=O)(=O)C2)c1 (configuration not stated),·,·,2%,-10%,-8,·

Remaining list, next part
compound,AMA1 RON2 block,Giardia FBPA inh,Sm TGR inh,AmpC inh detg,HCMV antiviral,HCV inh
CCCCN(CC)Cc1ccc(CNC(=S)Nc2cccc(F)c2)o1,11%,?,40µM*,-1%,-23,-27%
COc1ccc(S(=O)(=O)N2CCC(C(=O)N3CCC(C(N)=O)CC3)CC2)cc1Cl,4%,-1%,-2%,8%,14,10%
CCC(C)/C=C/C1=CC2=C(Cl)C(=O)C3(C)OC(=O)C(C(=O)C(C)C(C)O)C3C2=CO1 (configuration not stated),-12%,3%,50µM*,-6%,4,14%
Cc1cc(C=O)c(C)n1-c1ccc(Oc2ccc([N+](=O)[O-])cn2)cc1,-5%,3%,-10%,-1%,25,16%
C=CCN(c1ccccc1)S(=O)(=O)c1cccc(C(=O)NNC(=O)c2ccccc2O)c1,75%[activator],·,9%,?,·,-21%
CSCCC(NC(=O)c1ccco1)C(=O)NCC(c1ccccc1)N(C)C (configuration not stated),92%[activator],·,-25%,-1%,-19,-3%
Cc1ccc(OCC(O)Cn2c(N3CCCCC3)nc3c2c(=O)[nH]c(=O)n3C)cc1 (configuration not stated),-3%,9%,-2%,0%,-26,-19%
COC(=O)c1cc(OC)c(OC)cc1NC(=S)N1CCCCC1,-4%,3%,8%,-2%,2,-2%
O=C(Nc1ccc2snnc2c1)N1CCOCC1,-1%,0%,0%,-12%,16,6%
CCc1c(C)nc2c(OC)cccc2c1Cl,7%,-2%,-31%,6%,-75*,-15%
CCCCn1c(=O)c2c(c3ccccc31)OCC(=O)N2,·,3%,7%,-11%,·,·
C#CCOCCOCCOCCNc1nc(N2CCN(C(=O)Cn3cc(CCO)nn3)CC2)nc(N2CCN(C(=O)[C@H](C)n3cc(CCCN=C(N)N)nn3)CC2)n1,18%,·,·,·,19,3%[8.37 µM]
O=C(NC1CC1)c1ccc2c(c1)N(Cc1ccccc1)CCS2,-6%,·,-19%,0%,-23,-20%
CC1CCCCC1NC(=O)CSc1nnc(-c2ccncc2)n1CCCN(C)C (configuration not stated),-19%,?,-4%,-9%,-2,15%
N#C/C(=C\c1ccc(Cl)s1)C(=O)N1CCN(c2ccccc2)CC1,-6%[11.6 µM],-2%,-6%,?,-34,13%
CCOC(=O)c1cc(NC(=O)NCc2ccco2)c(C)nc1C,-1%,-2%,0%,?,-11,?
Cc1ccc(CNC(=O)CCS(=O)(=O)c2cc(Br)cc3c2N(C(=O)C2CC2)CC3)cc1,·,·,-4%,10%,-17,·
S=C(NCc1ccco1)N1CCN(Cc2ccco2)CC1,-21%,?,-9%,?,-17,6%
CN1CCN(CC(=O)Nc2cc(N3CCOCC3)ccc2[N+](=O)[O-])CC1,-4%,-7%,-6%,-7%,-16,-8%

Compounds were not picked by outcome. About 9.3% of those tested had a hit in this group.
